# Screening results: PubChem, several laboratories
# PKA-R2B act: activators of PKA-R2B holoenzyme, primary screen, biochemical, fluorescence polarization, Cy5-IP20, human | PKA-R2B holoenzyme dissociation; R2B truncated from residue 108, S112A mutant; 0% DMSO only, 100% 113 µM cGMP | cAMP-dependent protein kinase catalytic subunit beta (Homo sapiens) + cAMP-dependent … | activation, % at 11.4 µM | 0.079% of 340,000 active;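 active = activation above a cutoff set at the mean over all compounds plus 3 SD, cut at about 18% in these data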;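 note: higher means more holoenzyme dissociation and a rise in polarization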
# V-ATPase pHluor: regulators of yeast V-ATPase proton pumping, primary screen, pHLuorin cytosolic pH fluorescence | response, % at 10 µM | AID 504577, 2011 | S. cerevisiae | 0.37% of 350,000 active; in the data active = response mostly above about 7.3%, no sharp cut-off; inactive = mostly below about 5.4%; note: actives read high; inactives centre near 0; some compounds called inactive have numbers as strong as hits; reference of the scale not given here
# HTR5A inv ag: HTR5A inverse agonists in luminescence cell assay, primary screen, counter-screen for OPRM1-OPRD1 heterodimer inverse agonist project, full-deck HTS | 5-hydroxytryptamine receptor 5A (Homo sapiens), P47898 | inhibition, % at 9.3 µM | HTR5A cell line, inverse agonism | AID 504634, 2011 | 0.083% of 340,000 active; in the data active = inhibition mostly above about 23%, no sharp cut-off; inactive = mostly below about 18%;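 note: 0% = cells with DMSO and 100% = no-cell wells with DMSO; some compounds called inactive have numbers as strong as hits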
# Target sequence (P47898 whole entry, looked up): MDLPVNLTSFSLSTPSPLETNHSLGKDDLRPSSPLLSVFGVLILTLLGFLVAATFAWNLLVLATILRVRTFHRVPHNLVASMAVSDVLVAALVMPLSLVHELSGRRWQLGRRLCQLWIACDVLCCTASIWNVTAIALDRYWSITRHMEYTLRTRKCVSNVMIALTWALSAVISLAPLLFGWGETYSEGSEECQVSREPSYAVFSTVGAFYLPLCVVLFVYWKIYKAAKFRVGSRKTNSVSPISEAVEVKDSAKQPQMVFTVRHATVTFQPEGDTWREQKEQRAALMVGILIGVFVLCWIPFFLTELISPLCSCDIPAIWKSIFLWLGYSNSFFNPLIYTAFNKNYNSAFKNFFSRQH
# DSG3 Ab inh: inhibitors of pemphigus antibody binding to DSG3, primary screen, biochemical, bead-based, flow cytometry, scFv-GFP; Desmoglein-3 (Homo sapiens), P32926; DSG3-coupled beads, scFv-anti-DSG3-GFP binding; active compounds read low; AID 588358, 2011; 0.48% of 310,000 active; binding (percent of control), % at 10 µM;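 active = binding more than 3 SD below its plate's average and above zero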;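 note: hits lower antibody fragment binding to DSG3; some compounds called inactive have numbers as strong as hits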
# HTR5A ag ctr: HTR5A agonists in luminescence cell assay, primary screen, counter-screen for OPRM1-OPRD1 heterodimer agonist project, full-deck HTS | 5-hydroxytryptamine receptor 5A (Homo sapiens), P47898 | cell-based | activation, % at 9.3 µM | 0.61% of 340,000 active; in the data active = activation mostly above about 9.5%, no sharp cut-off; inactive = mostly below about 7.6%;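 note: 0% = cells with vehicle only and 100% = reference agonist; strong numbers were not always called active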
# Arr AP2 block: inhibitors of beta-arrestin/AP2 binding, primary screen, biochemical, GPCR trafficking, flow cytometry; beta-arrestin 1 C-terminal peptide binding to AP2 beta2-adaptin appendage (human); 0.31% of 340,000 active; inhibition, % at 10 µM; FITC-arrestin peptide / GST-AP2 beads; AP2 beta2 appendage carries R879A mutation;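 active = inhibition above a set limit, near 3 SD of compounds lacking own fluorescence, cut at about 54% in these data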;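 note: plate controls were DMSO wells for no effect and 5 µM unlabelled arrestin peptide for full effect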
#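 System: GST-AP2 R879A glutathione beads. Medium: PBS with 0.05% Tween 20 and 0.1% BSA. Also added: FITC-arrestin peptide, 50 nM. Incubation: 12 min plus 1 h, RT. Measured by: high-throughput flow cytometry of beads, ex 488, em 535 nm. Evaluation: percent drop in bead-associated FITC signal.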
# PKA-R1A act: activators of PKA-R1A holoenzyme, primary screen, biochemical, fluorescence polarization, Cy5-IP20, bovine R1A, mouse PKAc; cAMP-dependent protein kinase type I-alpha regulatory subunit (Bos taurus) + …; PKA-R1A dissociation; scaled: DMSO 0%, 113 µM cGMP 100%; AID 504707, 2011; activation, % at 11.4 µM; 0.083% of 340,000 active;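 active = percent activation above the mean of all tested compounds plus 3 SD, cut at about 19% in these data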;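 note: higher means more PKAc released from R1A so a rise in polarization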
# OPRM1-OPRD1 ag: agonists of OPRM1-OPRD1 heterodimerization, primary screen, cell-based, luminescence | Mu-type opioid receptor (Homo sapiens) + Delta-type opioid receptor (Homo sapiens), … | cells | activation, % at 9.3 µM | 0.3% of 340,000 active; in the data active = activation above about 18%;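 note: 0% = vehicle-treated cells and 100% = reference agonist; values of inactives mirror those of a sister screen read the other way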
# DAGLB inh: DAGLB lipase inhibitors, primary screen, biochemical, fluorescence, HTS; Diacylglycerol lipase-beta (Homo sapiens), Q8NCG7; HEK293T DAGLB membrane lysate, EnzChek fluorogenic substrate; inhibition, % at 5.17 µM; 0.059% of 340,000 active; AID 504411, 2011; in the data active = inhibition above about 34%;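 note: 0% = enzyme with vehicle and 100% = wells lacking enzyme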
# Target sequence (Q8NCG7 whole entry, looked up): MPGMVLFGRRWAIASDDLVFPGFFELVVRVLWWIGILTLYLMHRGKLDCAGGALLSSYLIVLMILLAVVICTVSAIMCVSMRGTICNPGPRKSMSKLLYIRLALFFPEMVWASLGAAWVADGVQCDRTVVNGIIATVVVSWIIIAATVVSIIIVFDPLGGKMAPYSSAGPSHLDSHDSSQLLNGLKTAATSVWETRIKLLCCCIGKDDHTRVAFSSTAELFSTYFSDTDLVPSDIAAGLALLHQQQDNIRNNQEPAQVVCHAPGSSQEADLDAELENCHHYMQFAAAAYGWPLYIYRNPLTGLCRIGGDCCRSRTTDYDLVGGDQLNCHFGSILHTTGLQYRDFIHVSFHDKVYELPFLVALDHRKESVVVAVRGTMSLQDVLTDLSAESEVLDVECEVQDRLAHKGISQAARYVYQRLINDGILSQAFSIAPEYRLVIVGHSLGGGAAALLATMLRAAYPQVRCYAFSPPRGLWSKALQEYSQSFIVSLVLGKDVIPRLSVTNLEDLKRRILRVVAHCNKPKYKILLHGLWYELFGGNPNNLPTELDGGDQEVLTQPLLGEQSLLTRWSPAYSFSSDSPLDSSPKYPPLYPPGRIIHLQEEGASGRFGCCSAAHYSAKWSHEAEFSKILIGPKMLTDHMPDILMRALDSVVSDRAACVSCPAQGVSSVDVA
# OPRM1-OPRD1 inv: inverse agonists of MOR-DOR heterodimerization, primary screen, cell-based, luminescence; AID 504357, 2011; cell-based MOR-DOR heterodimer luminescence, inverse agonism; 0.21% of 340,000 active; inhibition, % at 9.3 µM; in the data active = inhibition above about 22%, passing the limit was not always enough;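 note: 0% = cells with DMSO and 100% = wells without cells with DMSO; values of inactives mirror those of a sister screen read the other way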
# * = called active by the depositor; . = not tested or not shown.
SMILES,PKA-R2B act,V-ATPase pHluor,HTR5A inv ag,DSG3 Ab inh,HTR5A ag ctr,Arr AP2 block,PKA-R1A act,OPRM1-OPRD1 ag,DAGLB inh,OPRM1-OPRD1 inv
Fc1ccc(CO/N=C/C2=C(Cl)c3ccccc3CC2)cc1,-12,-4,6,118,-2,-6,-6,-3.6,-8,16
COc1ccc(C(=O)CCC(=O)Nc2cccnc2)cc1,2,-2,-10,107,-1,8,-7,0.7,-1,-4
CCN(CC(=O)Nc1ccc(OC)cc1)C(=O)COc1cccc2c1OC(C)(C)C2,-1,-1,-6,129,2,9,-14,-1.5,-3,8
CCOC(=O)C1(Cc2ccccc2C)CCCN(C(=O)c2ccc(CSC)o2)C1 (stereo not drawn),11,1,-11,100,6,7,0,-2.5,-6,14
COc1cccc(-c2c(C(=O)N/N=C/c3ccoc3)nnn2-c2nonc2N)c1,-11,2,-4,96,1,22,1,0.2,-2,-1
O=C(NCC(c1ccco1)N1CCCCC1)c1cccs1 (stereo not drawn),-3,0,8,112,-2,13,4,-1.6,0,8
O=C(Cn1cnc(S(=O)(=O)N2CCCC2)c1)Nc1ccc(OC(F)(F)F)cc1,8,1,3,100,-5,66*,-8,-2.3,0,12
C=CCn1c(SCc2ccc(C#N)cc2)nnc1-c1cccc(Cl)c1,-8,-2,15,.,-1,-8,-2,-2.4,-3,10
CCOC(=O)C(C)Oc1ccc(=O)n(-c2ccccc2)n1 (stereo not drawn),-2,1,-8,100,1,12,14,0.2,2,-1
Cc1ccc(C(=O)OCC(=O)N(C)c2ccccc2)c(C)c1,3,1,-12,100,2,8,1,-0.3,-7,1
N#Cc1ccccc1OCC(=O)C1CC1,-4,3,21,108,-6,-22,1,-4.0,0,20
COc1ccc(-c2oc(=O)c3cc(OC)c(OC)cc3c2C#CCCO)cc1,-5,-2,-26,94,7,26,-1,-3.5,-2,16
COC(=O)c1cc(S(=O)(=O)N2CCCC2)c(Cl)cc1Cl,-5,4,-7,115,2,42,-4,-0.2,-3,1
CCOC(=O)c1cnn2cc(-c3[nH]ncc3[N+](=O)[O-])cnc12,2,0,-9,102,1,-1,-8,-2.4,3,12
Cc1cc(C)n2nc(SCC(=O)N/N=C/c3ccccc3F)nc2n1,-5,-1,4,101,2,-4,-6,0.0,1,0
O=C(CSCc1ccc(Cl)cc1)Nc1ccc2c(c1)OCCO2,-2,-1,8,100,-3,27,8,-1.3,-2,6
O=C(c1ccc([N+](=O)[O-])o1)N1CCN(c2nc3c(Cl)cccc3s2)CC1,-10,10.0*,-10,101,7,3,2,5.7,-1,-30
CC(=O)CSc1nnc(-c2ccc(S(=O)(=O)N3CCC(C)CC3)cc2)o1,-11,8,-30,97,5,5,9,2.8,-1,-15
CC1=C/C(=C/N(C)c2ccccc2)C(=O)S1,-1,6,-3,106,-4,4,-7,-0.6,-2,4
COc1ccc(N2C(=O)c3ccccc3NC2c2ccc(OC)c(Cn3nnc4ccccc43)c2)cc1 (stereo not drawn),-7,0,9,96,-3,-9,-6,12,-5,-69
COc1cccc(C(=O)NCC(c2cccnc2)N2CCN(c3ccccc3OC)CC2)c1 (stereo not drawn),9,1,7,120,3,0,-2,-0.1,2,1
CCOn1c(=O)c(-c2cc(OC)ccc2OC)[n+]([O-])c2ccccc21,-2,0,-2,96,1,-8,3,-2.4,-3,11
COCCNC(=S)N1CCN(c2nc(-c3ccc(F)cc3)cs2)CC1,-2,-4,-12,108,4,-21,0,-1.0,-3,5
CC(C)CN1CC(COCc2ccccc2)Oc2ccccc2S1(=O)=O (stereo not drawn),-2,0,-2,98,0,15,2,-0.4,-13,2
COCCCNC(=O)c1ccc(Cn2c(=O)c3ccccc3n(Cc3ccccc3C)c2=O)cc1,7,-2,8,.,3,4,0,-1.5,4,9

# Single entries from above.
# For DAGLB inh, O=C(Cn1cnc(S(=O)(=O)N2CCCC2)c1)Nc1ccc(OC(F)(F)F)cc1 shows 0
# For OPRM1-OPRD1 inv, COc1cccc(C(=O)NCC(c2cccnc2)N2CCN(c3ccccc3OC)CC2)c1 (stereo not drawn) shows 1
# For V-ATPase pHluor, COc1cccc(-c2c(C(=O)N/N=C/c3ccoc3)nnn2-c2nonc2N)c1 shows 2
# For OPRM1-OPRD1 ag, COc1ccc(-c2oc(=O)c3cc(OC)c(OC)cc3c2C#CCCO)cc1 shows -3.5

# Molecules above containing a Cl atom:
SMILES,PKA-R2B act,V-ATPase pHluor,HTR5A inv ag,DSG3 Ab inh,HTR5A ag ctr,Arr AP2 block,PKA-R1A act,OPRM1-OPRD1 ag,DAGLB inh,OPRM1-OPRD1 inv
Fc1ccc(CO/N=C/C2=C(Cl)c3ccccc3CC2)cc1,-12,-4,6,118,-2,-6,-6,-3.6,-8,16
C=CCn1c(SCc2ccc(C#N)cc2)nnc1-c1cccc(Cl)c1,-8,-2,15,.,-1,-8,-2,-2.4,-3,10
COC(=O)c1cc(S(=O)(=O)N2CCCC2)c(Cl)cc1Cl,-5,4,-7,115,2,42,-4,-0.2,-3,1
O=C(CSCc1ccc(Cl)cc1)Nc1ccc2c(c1)OCCO2,-2,-1,8,100,-3,27,8,-1.3,-2,6
O=C(c1ccc([N+](=O)[O-])o1)N1CCN(c2nc3c(Cl)cccc3s2)CC1,-10,10.0*,-10,101,7,3,2,5.7,-1,-30

# Only V-ATPase pHluor and HTR5A ag ctr (two entries from above):
compound | V-ATPase pHluor | HTR5A ag ctr
COc1cccc(C(=O)NCC(c2cccnc2)N2CCN(c3ccccc3OC)CC2)c1 (stereo not drawn) | 1 | 3
CCOn1c(=O)c(-c2cc(OC)ccc2OC)[n+]([O-])c2ccccc21 | 0 | 1

# Next section.
SMILES,PKA-R2B act,V-ATPase pHluor,HTR5A inv ag,DSG3 Ab inh,HTR5A ag ctr,Arr AP2 block,PKA-R1A act,OPRM1-OPRD1 ag,DAGLB inh,OPRM1-OPRD1 inv
O=C(N[C@H](CO)Cc1ccccc1)c1ccco1,-8,-5,1,96,2,-9,-2,-3.0,1,14
CCOc1cc(C(=O)NCCC(=O)N2CCC3(CC2)NCCc2[nH]cnc23)cc(OCC)c1OCC,-5,-1,9,.,-2,39,-3,-2.4,3,13
CCCc1ccc(OCC(=O)O)cc1,0,-1,-15,101,6,-8,-2,1.2,-3,-8
O=C(NNC(=S)Nc1ccccc1)c1cccs1,3,0,11,114,0,5,0,-2.9,-2,16
O=C(Cn1ncc(Cl)c(Cl)c1=O)c1ccc(Cl)cc1,-4,0,-9,96,4,-6,9,-2.9,2,18
CCOc1ccc(C(=O)c2ccncc2)cc1,-12,2,-21,102,2,-8,-10,0.9,0,-5
COc1ccc(N2C(=O)CSC2c2cccs2)cc1 (stereo not drawn),0,-3,31,111,-12,4,-11,-3.0,3,16
O=C(Cn1nnc(-c2ccccc2)n1)Nc1cccc(S(=O)(=O)N2CCCC2)c1,-17,-3,13,107,-6,-5,1,1.4,-2,-7
Cc1ccc(S(=O)(=O)CC(=O)c2ccc(C)c([N+](=O)[O-])c2)cc1,-11,0,0,102,-1,28,-4,-1.4,-3,8
O=C(O)CN1C(=O)N/C(=C\c2cccn2-c2ccc(P(=O)(O)O)cc2)C1=O,1,-2,-6,107,3,-7,-3,-1.2,1,7
O=C(Nc1cccnc1)c1cnn2c(C(F)F)cc(C3CC3)nc12,1,0,6,.,0,1,-12,-2.3,-1,11
COc1ccc2nc(N3CCCC3)c(C#N)cc2c1,0,11*,9,91,0,39,6,1.8,0,-11
CCN1CCN(c2ncc3c(n2)CC(c2cc(OC)c(OC)c(OC)c2)CC3=O)CC1 (stereo not drawn),10,3,4,103,-2,-7,1,-3.1,1,19
COc1ccc(C(=O)COC(=O)/C=C/c2ccc(S(=O)(=O)Nc3cccc(S(N)(=O)=O)c3)cc2)cc1,1,-4,-17,98,1,27,-13,-1.1,-2,5
CCOC(=O)/C=C/C(=O)OCC(=O)N1CCN(C(=O)c2ccco2)CC1,-6,-3,9,110,3,-25,-2,0.5,3,-3
Cc1onc(-c2ccccc2)c1CNS(=O)(=O)c1ccc(F)cc1F,9,-1,-11,114,2,-12,-3,-2.0,-1,10
O=C(O)c1cccc(S(=O)(=O)N2CCc3ccccc3C2)c1,2,-1,-36,104,-1,13,-7,-0.8,-2,4
Cc1cccc2nc(Cn3c(=O)n(CCCC(=O)NCc4ccco4)c(=O)c4ccccc43)cc(=O)n12,-12,0,-2,113,4,4,7,-2.1,-1,11
Cc1ccc(C)c(N(CC(=O)NCc2ccccc2)C(=O)c2csnn2)c1,-13,1,-22,98,8,19,0,-1.3,-1,9
COC(=O)COc1ccc(/C=C2/SC(=O)N(CC(=O)N3CCCC3)C2=O)cc1Br,4,-1,27,98,-10,-5,-13,0.6,-2,-4
CCc1sc(NC(=O)CCC(=O)O)nc1-c1cc2ccccc2oc1=O,-7,2,-9,102,3,10,-6,-0.7,0,3
Cc1cc2cc(C(c3nnnn3Cc3ccco3)N3CCc4ccccc43)c(=O)[nH]c2cc1C (stereo not drawn),3,5,1,93,0,-67,-7,6.1,6,-36
Cc1cccc(C(=O)O)c1NC(=O)c1ccc(F)cc1,-6,3,-27,95,-1,-6,2,-0.3,-1,2
CCN(CC)S(=O)(=O)c1ccc(-c2csc(C)n2)cc1,-5,1,13,107,-3,-15,4,-1.2,-2,6
COc1ccccc1C(=O)Nc1ccnn1C1CCN(C(=O)c2ccoc2)CC1,3,1,8,.,-1,-6,-12,-2.6,2,14
SMILES,PKA-R2B act,V-ATPase pHluor,HTR5A inv ag,DSG3 Ab inh,HTR5A ag ctr,Arr AP2 block,PKA-R1A act,OPRM1-OPRD1 ag,DAGLB inh,OPRM1-OPRD1 inv
O=C(Nc1ccc2c(c1)OCCO2)C1CCN(C(=O)c2ccccc2)CC1,-3,3,-12,101,0,-2,-5,-2.4,-1,14
O=C(CCl)Nc1ccccc1C(=O)Nc1ccc2c(c1)OCO2,-11,0,-1,92,10,12,8,-2.8,1,15
COC(=O)n1c(=O)oc2ccccc21,-9,-2,-8,109,0,4,-4,-4.6,0,19
O=C(Nc1ccccc1N1CCN(c2ccccc2)CC1)C12CC3CC(CC(C3)C1)C2,-4,-5,2,.,2,1,12,-2.0,1,11
CCOc1ccccc1NC(=O)CCC(=O)O,-9,5,-11,111,1,1,-11,-0.8,2,5
O=Cc1ccc(OC(=O)CCCCC(=O)Oc2ccc(C=O)cc2)cc1,-1,3,-7,95,2,2,3,-0.3,-3,2
Cc1ccccc1-n1c(-c2cccnc2)n[nH]c1=S,-2,-1,-12,99,-2,-4,-15,-0.4,-6,2
